Mito fusion act – inhibitors of mitochondrial division or activators of mitochondrial fusion | AID 485298 | 0.23% of 320,000 active | S. cerevisiae fusion-defective mutant growth rescue, CellTiterGlo 48 h | Potency, µM (doses to about 46.1 µM), for the others: at the top dose growth rescue (activation), actives largely listed as activators;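 also: potency is read from the fitted curve at half-maximal effect; % of control where 0% means no effect; nearly all actives have a fitted effect of over 45% in size; temperature-sensitive fusion mutants such as fzo1-1 at 37 °C on non-fermentable ethanol glycerol medium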
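Compounds are tested for their ability to restore growth of mitochondrial fusion-defective yeast strains at non-permissive 37C in YPEG medium over 48 hours. Viability is quantified by luciferase luminescence.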
a7 integrin act – activators of alpha7 integrin expression for muscular dystrophy. alpha7betagal myoblasts, beta-gal FDG fluorescence, 48 h. Potency, µM (doses to about 38.3 µM), for the others: top-dose activation, most hits filed as activators. 0.064% of 350,000 active;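 also: potency is read from the fitted curve at half-maximal effect; 100% = response of the positive control SU9516; nearly all actives have a fitted effect of over 60% in size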
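alpha7betagal+/- myoblasts (passage 13, 250/well) treated 48 h at 37C with compounds at 1:260 dilution of DMSO stock. Lysed, then beta-galactosidase activity read as FDG fluorescence (ex 480/em 540) after 30 min, with pre-read for autofluorescence.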
ELG1 repair inh – ELG1-dependent DNA repair inhibition; HEK293T ELG1-luciferase reporter, luminescence, 16 h; DNA damage induced by 5-fluorouridine; Potency, µM (titrated, usually from 46.1 µM), inactives show at the top dose activity change, negative = inhibition, most hits filed as inhibitors; 2.3% of 330,000 active; AID 504467; also: potency is read from the fitted curve at half-maximal effect; % is scaled to controls: 0 for no effect and ±100 for the full control effect; nearly all actives have a fitted effect of over 55% in size
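Step one: seed 2,000 cells per well. Step two: pin-transfer compound or DMSO alongside 5-fluorouridine. Step three: incubate 16 hr, 37 °C, 5% CO2. Step four: add ONE-Glo, wait 30 min, read luminescence.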
A-T KAP1 phos – potential ataxia-telangiectasia treatment; […] A-T fibroblasts, KAP-1 phosphorylation AlphaLISA; neocarzinostatin DNA damage 30 min before lysis; Potency, µM (top dose mostly 57.5 µM), for inactives: at the top dose activation, actives largely listed as activators; 0.19% of 320,000 active; also: potency is read from the fitted curve at half-maximal effect; % of control where 0% means no effect; nearly all actives have a fitted effect of over 45% in size
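hTERT-immortalized A-T patient fibroblasts ([…]), 500 cells/well in OPTI-MEM, 1% FBS, got compounds for 60 min, then NCS for 30 min at 37C. Lysates were then assayed for phospho-KAP-1 by AlphaLISA (anti-pKAP1 donor, anti-KAP1 acceptor beads), 6 hr at 25C.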
S-ASM inh – human S-ASM enzyme inhibition; P17405; placental ASM, HMU-PC fluorogenic substrate, 60 min; Potency, µM (titrated, usually from 57.5 µM), inactives show at the highest dose activity change, negative = inhibition, usual class: inhibitors; 0.006% of 340,000 active; AID 504937; also: potency is read from the fitted curve at half-maximal effect
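Human placenta-derived ASM preincubated with compound 10 min at room temperature, then reacted with 9 uM (final) fluorogenic HMU-PC substrate for 60 min at 37 C. Stop solution raises pH to 10; fluorescence read at Ex 386/Em 447 nm.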
BCR signal inh – chronic active BCR signaling inhibition. 0.05% of 340,000 active. ABC-DLBCL IkBa-CBG/CBR reporter, luminescence ratio, 4 h. Potency, µM (series often up to 46.1 µM), without a hit: at the top dose ratio change, negative = lower green/red ratio, hits mostly inhibitors; active = well fitted inhibition curve with a large enough effect in the signal ratio, with a control signal flat, not every such curve was filed as active; inconclusive = small, poorly fitted or top-dose-only effect, or effect the other way, or a change in a side signal; the % refers to the signal ratio;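 also: potency is read from the fitted curve at half-maximal effect; plate controls were basal doxycycline-induced cells for no effect and cells given 10 µM MG132 for full effect; MG132 reads +100%, hits lower the ratio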
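Cell line TMD8 (human ABC DLBCL), stably expressing tet-inducible CBG68-IkBa fusion and CBR; IMDM/0.5% FBS; cpd up to 46 uM; dox induction, 4 h, 37C/5% CO2; dual luminescence; green/red ratio; MG132 control.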
Eya2 phos inh – inhibitors of human Eya2 phosphatase activity. O00167. recombinant Eya2, OMFP fluorescence dephosphorylation (OMFP is methylfluorescein phosphate). Potency, µM (titrated, usually from 76.9 µM), for the others: top-dose activity, negative = inhibition, most hits filed as inhibitors. 0.006% of 330,000 active. AID 488837; also: potency is read from the fitted curve at half-maximal effect; % is scaled to controls: 0 for no effect and ±100 for the full control effect
Target sequence (O00167 whole entry, looked up): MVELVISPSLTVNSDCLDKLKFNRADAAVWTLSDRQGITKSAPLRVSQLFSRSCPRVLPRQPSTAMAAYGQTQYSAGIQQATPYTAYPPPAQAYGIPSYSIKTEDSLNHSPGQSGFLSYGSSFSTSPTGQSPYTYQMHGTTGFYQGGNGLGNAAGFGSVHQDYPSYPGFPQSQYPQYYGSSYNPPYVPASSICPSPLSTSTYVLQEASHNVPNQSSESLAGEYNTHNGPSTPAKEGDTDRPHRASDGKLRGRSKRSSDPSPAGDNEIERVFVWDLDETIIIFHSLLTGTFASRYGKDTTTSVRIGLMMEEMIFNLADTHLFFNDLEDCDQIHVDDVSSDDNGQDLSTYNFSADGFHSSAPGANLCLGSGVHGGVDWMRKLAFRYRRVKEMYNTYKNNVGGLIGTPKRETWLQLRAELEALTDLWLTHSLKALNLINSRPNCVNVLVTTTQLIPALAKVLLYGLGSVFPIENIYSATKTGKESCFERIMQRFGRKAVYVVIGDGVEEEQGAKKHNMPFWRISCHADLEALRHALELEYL
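Eya2 (0.2 uM) preincubated 10 min at ambient with compound, then OMFP substrate added at 50 uM; 10 min reaction in 50 mM HEPES pH 7.5, 50 mM NaCl, 5 uM MgCl2, 0.05% BSA, 1 mM DTT. Fluorescence read at Ex 485/Em 525 nm.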
TSHR antag – blocks TSH signaling through the human TSH receptor; P16473; TSHR-expressing cells, TSH-stimulated cAMP HTRF, 2 h; hits give low values; 0.2% of 330,000 active; AID 504810; activity change, negative = inhibition, % at 11.5 µM;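 active = activity change below a set negative limit, meaning inhibition stronger than a set level, cut at about -70% in these data; inconclusive = activity change between two set negative limits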; also: % is scaled to controls: 0 for no effect and ±100 for the full control effect
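Freshly harvested TSHR cells receive pin-tooled compound, then EC80 TSH at 4nM final. After 2 hours at 37 deg C, antibody in lysis buffer and cAMP-d2 are added; 30 minutes at ambient temperature precede the HTRF read.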
TSG101-PTAP inh – blocks PTAP/TSG101 interaction to inhibit HIV-1 budding; 340,000 tested, under 10 active; Q99816; Fluorescence polarization, FITC-PTAP peptide / Tsg101 binding; Potency, µM (titrated, usually from 115 µM), without a hit: at the top dose activity change, negative = inhibition, hits mostly inhibitors; active = well fitted inhibition curve with a large enough effect in the main read-out, with a control signal flat, not every such curve was filed as active; inconclusive = small, poorly fitted or top-dose-only effect, or effect the other way, or a change in a side signal; inactive = no such curve, though single readings can be large or run the other way; also: potency is read from the fitted curve at half-maximal effect; % of control where 0% means no effect
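Tsg101 binding domain (10 uM final) was mixed with compound and a FITC-labeled PTAP peptide (50 nM final) in HEPES pH 7.5 buffer with NaCl, Tween 20, EDTA and TCEP; fluorescence polarization was read after 20 min at r.t.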
Tb PFK inh – blocks T. brucei phosphofructokinase | T. brucei PFK, ADP-Glo luminescence | Potency, µM (doses to about 57.5 µM), without a hit: at the top dose activity, negative = inhibition, usual class: inhibitors | 0.17% of 330,000 active | AID 485367;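 also: potency is read from the fitted curve at half-maximal effect; 0% = uninhibited 1x PFK enzyme wells and -100% = no-enzyme wells; nearly all actives have a fitted effect of over 60% in size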
Target sequence (O15648 whole entry, looked up): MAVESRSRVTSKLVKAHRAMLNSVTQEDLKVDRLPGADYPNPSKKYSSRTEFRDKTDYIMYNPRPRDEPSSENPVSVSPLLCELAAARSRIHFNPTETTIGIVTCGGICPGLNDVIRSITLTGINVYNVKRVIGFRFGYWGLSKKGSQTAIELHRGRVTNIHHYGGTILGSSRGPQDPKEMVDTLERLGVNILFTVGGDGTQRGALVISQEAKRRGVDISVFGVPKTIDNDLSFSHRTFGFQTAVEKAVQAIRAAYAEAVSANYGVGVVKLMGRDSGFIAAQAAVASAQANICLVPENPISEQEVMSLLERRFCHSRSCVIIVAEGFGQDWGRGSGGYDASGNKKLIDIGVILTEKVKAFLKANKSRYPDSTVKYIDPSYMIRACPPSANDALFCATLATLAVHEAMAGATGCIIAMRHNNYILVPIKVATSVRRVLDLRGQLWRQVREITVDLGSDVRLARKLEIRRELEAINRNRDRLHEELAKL
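Luminescent ADP detection (ADP-Glo, two-step: ATP depletion then ADP-to-ATP conversion for luciferase) reported PFK activity after 45 min room-temperature reaction of 1.25 nM enzyme with 0.5 mM F6P and 0.1 mM ATP at pH 8.0.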
TCR act – activates T cell receptor signaling | primary human leukocytes, anti-CD3, IL-2 HTRF, 48 h | Potency, µM (series often up to 9.22 µM), for inactives: top-dose activation of IL-2 secretion, hits mostly activators | 330,000 tested, under 10 active; also: % of control where 0% means no effect
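48 hr co-incubation of compounds, a-CD3 beads and primary human leukocytes; IL-2 quantified homogeneously by HTRF with anti-IL-2 K and d2 conjugates.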
Active calls of the source: *; u = inconclusive; x = no result given; [ ] = another dose, or the depositor's remark. Unless noted, calls follow the shape of the dose curve; as a rule, active = well fitted curve in the direction sought with a large enough effect; inconclusive = small, poorly fitted or top-dose-only effect, or another doubt; inactive = no such curve, though single readings can be large; an effect the other way counts as inactive or inconclusive. The order is random. About 3.2% of those tested had a hit in this group.

SMILES	Mito fusion act	a7 integrin act	ELG1 repair inh	A-T KAP1 phos	S-ASM inh	BCR signal inh	Eya2 phos inh	TSHR antag	TSG101-PTAP inh	Tb PFK inh	TCR act
Cc1cc(/C=N/NC(=O)c2ccccn2)c(C)n1-c1cccc([N+](=O)[O-])c1	12%	2%	u	-1%	-3%	u	1%	15	-5%	-5%	4%
O=C(/C=C/c1cccc(Cl)c1)NCc1ccncc1	-1%	0%	-1%	4%	2%	-3%	-1%	7	-3%	-4%	-13%[46.1 µM]
Cc1ccc(C)c2[nH]c(=O)c(CN(Cc3cccnc3)C(=S)NCc3ccco3)cc12	4%	-13%	u	1%	-8%	u	11%	-8	-2%	-9%	2%
COc1ccc(C(=O)/C=C/c2ccc(OCc3ccccc3)cc2)cc1CSCC(=O)O	-1%	-9%	11%	13%	69%[activator]	15%	4%	1	0%	4%	5%
COc1ccc(C)cc1NC(=O)CCS(=O)(=O)c1cccc2nonc12	0%	-6%	3%	x	-1%	-46%	-4%	12	-6%	0%	3%
CCOC(=O)c1ccc(S(=O)(=O)N2CCN(c3ccccn3)CC2)cc1	13%	-22%	u	-5%	-1%	10%	-3%	-13	-2%	-1%	-5%
Cc1cc(N2CCN(C(=O)c3ccco3)CC2)n2nc(C)c(-c3ccc(Cl)cc3)c2n1	1%	x	-7%	2%	x	5%	-13%	-2	x	-4%	x
O=C(/C=C/c1ccccc1)NCCc1ccccc1	-12%	-28%	u	-22%	-3%	u	3%	6	-2%	14%	-1%
CCN(CC)C(=O)[C@H]1CC(CC(=O)NCc2cccc(C(F)(F)F)c2)C(=O)N2CCc3c([nH]c4ccccc34)[C@]12C (some centres undefined)	x	-12%	-17%	9%	-2%	0%	-10%	-5	0%	3%	5%
O=c1cnn(Cc2c(Cl)cccc2Cl)c2ccccc12	27%	u	15%	1%	0%	-5%	3%	-10	1%	1%	-2%
CCCNC(=O)COC(=O)c1cccnc1Nc1ccccc1F	-4%	33%	13%	0%	4%	0%	-2%	2	-1%	-3%	0%[46.1 µM]
Cc1ccnc(NC(=O)CCC(=O)N(CC(=O)NCc2ccc(F)cc2)CC2CCCO2)c1 (centres undefined)	-1%	7%	-2%	-6%	5%	u	11%	-3	-4%	4%	-1%
Clc1ccc(CNc2ccc3nnc(-c4ccccc4)n3n2)cc1	-1%	-27%	-4%	-11%	-4%	3%	8%	0	-1%	4%	0%
CCCn1c(C)cc(/C=C(\C#N)C(=O)OCC(=O)NC(=O)NC(C)(C)C)c1C	0%	6%	3%	4%	9%	u	2%	27	0%	-2%	-3%
CC(=O)c1ccc(NC(=O)COC(=O)CCC(=O)c2cccs2)cc1	5%	-13%	27%	-1%	4%	1%	6%	11	0%	-1%	-2%[46.1 µM]
NS(=O)(=O)c1ccc(CCn2c(=S)[nH]c3ccccc3c2=O)cc1	1%	36%	-5%	3%	-1%	-10%	15%	4	-8%	-7%	-4%
O=S(=O)(Nc1cc(Sc2cccc3cccnc23)c(O)c2ccccc12)c1ccc(F)cc1	-15%	-52%[inhibitor]	9.2µM*	-7%	-14%	u	1%	2	10%	-2%	3%[46.1 µM]
CC[C@H](CO)Oc1cc(NCc2ccc(Cl)c(Cl)c2)c2ncn(C(C)C)c2c1	x	-13%	u	2%	-20%	-2%	3%	46	-2%	-4%	-4%
Clc1ccc(C2=NCCN2)cc1	-1%	4%	2%	1%	-3%	3%	-4%	4	-1%	0%	11%
O=S(=O)(NCCC1=CCCCC1)c1cccc(S(=O)(=O)N2CCOCC2)c1	21%	-50%[inhibitor]	u	-3%	-2%	0%	-2%	13	0%	3%	1%
O=C(NCc1n[nH]c(=S)n1-c1cccc(C(F)(F)F)c1)c1ccc(S(=O)(=O)N2CCCCC2)cc1	5%	12%	8%	-3%	-4%	3%	16%	3	0%	-2%	2%
CC(C(=O)NC(c1ccccc1)c1ccccc1)N1CCOCC1 (centres undefined)	-2%	27%	10%	6%	-6%	1%	-15%	0	0%	2%	8%
Cc1c(C(=O)Oc2cccc3ccccc23)cnn1-c1ccccc1	7%	11%	u	6%	-5%	u	12%	-25	-5%	-2%	-5%
CC(C)(C)c1cc(NS(=O)(=O)c2ccc3c(c2)OCCO3)on1	-6%	0%	3%	-1%	-2%	5%	-11%	20	-7%	-20%	5%[46.1 µM]
O=C(CCNS(=O)(=O)c1cccc2nonc12)N1CCN(c2cccc(Cl)c2)CC1	14%	-2%	u	x	-2%	1%	19%	-2	-7%	u	-2%
COc1cc(/C=C/C(C)=O)cc(OC)c1OC	-2%	-41%	15%	1%	4%	u	-4%	-2	-2%	-3%	1%
C=CCNc1nc2c(c(=O)[nH]c(=O)n2C)n1CC(O)COc1ccc2ccccc2c1 (centres undefined)	0%	-22%	0%	1%	5%	u	13%	15	-4%	-2%	x
CC(C)Cn1c(=O)c(C(=O)NCc2ccc3c(c2)OCO3)c(O)c2ccccc21	-4%	-56%[inhibitor]	u	7%	-1%	2%	3%	0	1%	-6%	0%
COc1cc2c(cc1OC)CN(CC(=O)Nc1ccc3c(c1)OC(F)(F)O3)CC2	-10%	-4%	u	3%	-1%	u	-27%	-6	-8%	6%	5%
Cc1ccc(C)c(Oc2cc(NN3CCCCC3)c([N+](=O)[O-])cc2[N+](=O)[O-])c1	4%	13%	-11%	-2%	11%	-6%	u	-12	-1%	0%	2%
CCOc1ccc(NC(=O)CN2CCN(CC(=O)Nc3ccc4c(c3)OCCO4)CC2)cc1	-4%	u	-8%	1%	5%	-12%	-17%	6	-5%	-2%	3%
CC(CO)N1CCS(=O)(=O)CC1 (centres undefined)	1%	10%	-1%	-1%	-3%	12%	-34%	8	-1%	0%	-10%
CCOC1(c2ccccc2)OC(=O)c2ccccc21 (centres undefined)	1%	-7%	0%	-13%	4%	u	7%	12	2%	-1%	4%[46.1 µM]
O=Cc1cnc(N2CCN(Cc3ccccc3)CC2)s1	-7%	17%	11%	3%	0%	1%	3%	14	0%	-5%	3%
Cc1cc(Cl)c2oc(C(=O)N(C)CCCCN3CCOCC3)c(C)c2c1	-2%	-12%	-1%	8%	-1%	0%	4%	1	-6%	2%	-6%

Record cards (already shown). Screens in order: Mito fusion act, a7 integrin act, ELG1 repair inh, A-T KAP1 phos, S-ASM inh, BCR signal inh, Eya2 phos inh, TSHR antag, TSG101-PTAP inh, Tb PFK inh, TCR act
`Clc1ccc(C2=NCCN2)cc1` across the screens: -1%, 4%, 2%, 1%, -3%, 3%, -4%, 4, -1%, 0%, 11%
`COc1cc(/C=C/C(C)=O)cc(OC)c1OC` across the screens: -2%, -41%, 15%, 1%, 4%, u, -4%, -2, -2%, -3%, 1%
`CC[C@H](CO)Oc1cc(NCc2ccc(Cl)c(Cl)c2)c2ncn(C(C)C)c2c1` across the screens: x, -13%, u, 2%, -20%, -2%, 3%, 46, -2%, -4%, -4%
`COc1ccc(C)cc1NC(=O)CCS(=O)(=O)c1cccc2nonc12` across the screens: 0%, -6%, 3%, x, -1%, -46%, -4%, 12, -6%, 0%, 3%
`COc1ccc(C(=O)/C=C/c2ccc(OCc3ccccc3)cc2)cc1CSCC(=O)O` across the screens: -1%, -9%, 11%, 13%, 69%[activator], 15%, 4%, 1, 0%, 4%, 5%

Screening data: PubChem, National Center for Advancing Translational Sciences (NCATS)
